5HT1E antag – 5-HT1E (human) receptor antagonism; inhibition, % at 6 µM; 65,000 tested, 0.99% active; CHO 5-HT1E Ga15 NFAT-bla reporter, FRET, antagonist;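 active = inhibition above a set limit, the mean inhibition across every tested compound plus 3 SD, cut at about 29% in these data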;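 also: signal is the 460 over 535 nm emission ratio of beta-lactamase substrate; 0% = agonist plus DMSO wells and 100% = wells without agonist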
HER2 expr 66K – Her2 kinase expression inhibition; SKBR-3 HER2 protein level, AlphaScreen, 18-24 h; active compounds read low; AID 645; P04626; 65,000 tested, 0.69% active; HER2 level % of control, % at 10 µM;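 active = HER2 level under 5% of the carrier-only control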;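 also: 100% = DMSO carrier and 0% = 500 nM PU-H71 HSP90 inhibitor; lower value means stronger loss of Her2 protein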
Jurkat viability – cytotoxic compounds reducing Jurkat cell viability; Jurkat E6.1 viability, ATP luminescence, 48 h; inhibition, % at 4 µM; 56,000 tested, 1.2% active;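 active = inhibition above the mean inhibition of all tested compounds plus 3 SD, cut at about 28% in these data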
M1 antagonist – blocks the rat M1 muscarinic receptor response to acetylcholine | AID 628 | B-score at 10 µM | P08482 | CHO-M1 cells, Fluo-4 calcium, ACh EC80 antagonist mode; active compounds read low | 64,000 tested, 3.4% active;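 active = calcium fluorescence response, raw or row-and-column corrected B-score, differing from the plate sample mean either way at a set confidence level, mostly lower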
Target sequence (P08482 whole entry, looked up): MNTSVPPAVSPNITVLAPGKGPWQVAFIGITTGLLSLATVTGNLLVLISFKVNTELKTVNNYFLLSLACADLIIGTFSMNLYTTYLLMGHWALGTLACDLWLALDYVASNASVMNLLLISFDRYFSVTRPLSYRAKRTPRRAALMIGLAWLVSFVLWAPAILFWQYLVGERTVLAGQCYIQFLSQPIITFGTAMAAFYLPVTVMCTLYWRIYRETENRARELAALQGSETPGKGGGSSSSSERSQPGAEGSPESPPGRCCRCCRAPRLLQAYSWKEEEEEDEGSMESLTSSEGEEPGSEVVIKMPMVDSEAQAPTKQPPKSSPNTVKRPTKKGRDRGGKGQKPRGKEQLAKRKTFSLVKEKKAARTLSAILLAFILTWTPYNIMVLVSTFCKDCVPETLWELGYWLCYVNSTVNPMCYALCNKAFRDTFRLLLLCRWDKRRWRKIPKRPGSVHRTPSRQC
M1 ag – activates the M1 muscarinic receptor; AID 626; B-score at 10 µM; CHO-M1 cells, Fluo-4 calcium fluorescence, agonist mode; active compounds read high; 64,000 tested, 3% active;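 active = fluorescence rise, raw or as B-score row- and column-corrected plate score, outside the 99.7% band of its plate's samples, either direction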
S1P1 ag pot – agonists and agonism potentiators of human S1P1 receptor; P21453; S1P1 CRE-bla cells, forskolin, beta-lactamase FRET, potentiator mode; S1P1 agonist co-added at EC20, 2 nM; 100% = saturating reference agonist, 0% = basal; activation, % at 9.5 µM; 56,000 tested, 0.57% active; AID 449;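 active = activation above a cutoff set at the mean activation of all tested compounds plus 3 SD, cut at about 54% in these data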;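 also: forskolin at 4 µM as EC80 and the EC20 agonist is SEW2871; 100% = SEW2871 at its EC100 plus forskolin at EC80; some compounds past the cut are filed as inactive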
HEK293 NFkB inh – inhibitors of the PMA/ionomycin-induced NF-kB reporter in HEK293 cells. HEK-293 NF-kB luciferase reporter, luminescence. inhibition, % at 3 µM. 62,000 tested, 0.21% active. AID 465;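 active = inhibition above the mean of all tested compounds plus 3 SD, cut at about 40% in these data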;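 also: 0% = stimulated DMSO wells and 100% = 10 µM reference inhibitor 5653914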
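Reagent: PMA plus ionomycin mix as NF-kB-activating stimulus. Assay system: NF-kB luciferase reporter HEK-293 cells. Technique: luminescence from luciferase substrate reagent. Incubation: 1 h compound pre-incubation, 16 h PMA/ionomycin at 37 °C. Benchmarks: DMSO only as uninhibited control, 10 µM reference inhibitor as full inhibition. Repeats: tested once.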
5HT1E ag – 5-HT1E (human) receptor agonism. P28566. CHO 5-HT1E Ga15 NFAT-bla reporter, FRET; 0% DMSO wells, 100% control agonist wells. activation, % at 6 µM. 65,000 tested, 0.69% active. AID 574;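 active = activation above a set limit, the screen-wide mean activation plus 3 SD, cut at about 8.5% in these data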;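 also: 100% = positive control agonist at 1 µM giving full maximal response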
S1P3 agonist – S1P3 (human) receptor agonism; 60,000 tested, 0.1% active; activation, % at 4.5 µM; Q99500; S1P3 NFAT-BLA reporter cells, FRET ratio; relative to 1 µM S1P, basal subtracted;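 active = activation above the screen-wide mean plus 3 SD, cut at about 4.5% in these data, passing the limit was not always enough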; also: some compounds called inactive have numbers as strong as hits
Target sequence (Q99500 whole entry, looked up): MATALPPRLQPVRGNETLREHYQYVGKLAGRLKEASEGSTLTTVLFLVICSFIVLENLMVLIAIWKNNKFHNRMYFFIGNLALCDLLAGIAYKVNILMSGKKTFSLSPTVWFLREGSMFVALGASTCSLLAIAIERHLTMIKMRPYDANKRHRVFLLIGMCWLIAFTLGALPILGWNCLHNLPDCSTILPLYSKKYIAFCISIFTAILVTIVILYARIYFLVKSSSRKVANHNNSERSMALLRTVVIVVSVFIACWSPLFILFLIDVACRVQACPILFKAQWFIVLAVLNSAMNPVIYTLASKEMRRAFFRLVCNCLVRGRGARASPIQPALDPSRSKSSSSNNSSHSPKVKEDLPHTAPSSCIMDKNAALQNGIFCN
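Measure – % activation relative to 1 µM S1P (100%), per plate · System – stable CHO line with human S1P3, Gα16, NFAT-BLA reporter · Timing – cells plated overnight, compound 4 h 37 °C, substrate 2 h RT · Technique – fluorescent BLA substrate, ex 405 nm, em 460/535 nm ratio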
* hit, by the source's call; . = not tested or not shown.

SMILES	5HT1E antag	HER2 expr 66K	Jurkat viability	M1 antagonist	M1 ag	S1P1 ag pot	HEK293 NFkB inh	5HT1E ag	S1P3 agonist
Cc1nc(SCC(=O)c2ccc(F)cc2)n[nH]1	-4.1	89.7	-4.2	-0.116	0.665	-8.2	6.1	0.8	-0.5
O=C(CCC(=O)c1cccs1)OCC(=O)c1ccc(Cl)s1	2.8	70.0	-7.5	0.058	0.388	3.8	2.2	-1.2	1.1
CS(=O)(=O)N(CC(=O)NCCC1=CCCCC1)C1CCCCC1	1.2	131.6	3.4	0.779	0.664	-3.1	20.0	-0.6	-1.0
O=C(O)Cn1c(SCCOc2ccccc2F)nc2ccccc21	6.2	101.0	8.0	0.426	-0.865	.	8.5	-0.3	-1.0
CCc1cccc(C)c1NC(=O)CCCC(=O)O	-6.8	124.7	.	0.24	-0.512	.	10.2	0.0	.
O=C(C1=C(O)C(=O)N(Cc2ccco2)C1c1cccnc1)c1cc2ccccc2o1 (centres undefined)	-7.9	102.8	-3.3	0.759	-0.551	.	11.2	-1.4	0.2
CCN1C(=O)C(C(=O)NC(C)c2ccccc2)C2CC1(C)Oc1ccccc12 (centres undefined)	-0.4	88.4	.	-0.393	0.806	.	14.7	-1.1	.
COc1cc(OC)cc(C(=O)Nn2c(C)nc3ccccc3c2=O)c1	-3.7	103.0	-5.0	-0.101	1.62	9.3	-4.6	-0.1	0.8
CSCC[C@H](NC(=O)OC(C)(C)C)c1nnc(SCc2ccccc2)o1	0.7	94.9	0.9	-0.682	0.123	-11.8	17.2	-1.4	-0.1
COc1ccc(N2CCN(C(=O)CNC(=O)Cn3c(C)cc4ccccc4c3=O)CC2)cc1	-0.7	115.1	5.3	-2.41*	-0.856	-1.7	19.8	-0.6	-0.4
O=C(O)CCc1ccc(-c2ccc(Br)cc2)o1	-10.1	96.6	-2.0	0.0759	0.187	10.4	19.4	-0.9	0.2
COc1ccccc1OCCCn1c(C)c(C#N)c2ccccc21	-5.7	102.6	-2.0	0.257	-0.414	12.5	17.6	-0.5	-0.7
Cc1cccc2cc(CN(Cc3nnnn3Cc3ccccc3)C3CCCC3)c(=O)[nH]c12	4.8	98.0	-2.3	-0.147	0.299	-19.6	8.0	-0.1	-0.1
CC(=O)c1cccc(NC(=O)CC2SC(N3CCCCC3)=NC2=O)c1 (centres undefined)	5.8	74.5	-2.8	-0.632	-0.261	15.9	9.4	-0.3	-1.0
CC1CCCC(C)N1C(=O)CSc1nnc(NC(=O)Cc2cccs2)s1 (centres undefined)	-2.7	82.4	3.0	1.16	0.811	-0.1	3.0	-0.4	0.2
O=C(CSc1nnnn1Cc1ccccc1)N1CCN(c2ccccc2)CC1	-5.2	115.4	-5.3	-0.599	-0.289	.	15.6	0.3	-0.2
COc1cccc(CNC(=O)c2nnn(CC(=O)Nc3ccc(C)c(C)c3)c2N)c1	2.7	107.2	.	0	-0.616	.	11.7	-0.6	.
CC(=O)NC1=NC(=O)/C(=C/N2CCCCC2)S1	7.4	97.7	-8.0	0.312	-0.00978	12.5	0.7	-0.3	-1.0
CCCC1(C(=O)O)NC(c2cccc(OC)c2O)C2C(=O)N(c3ccccc3)C(=O)C21 (centres undefined)	-3.1	107.3	-0.9	0.118	-0.106	-15.8	15.0	-0.9	-0.5
O=C1CCN(Cc2nnnn2CC2CCCO2)c2ccccc2N1 (centres undefined)	-5.5	90.3	3.7	0.381	-0.543	-7.1	3.5	1.4	-1.0
CCN(CC)S(=O)(=O)c1cc(C)c(C)cc1Br	-1.1	104.8	8.9	0.394	2.64	.	-1.1	-1.0	-0.9
CC1(C)CC(=O)C=C(Nc2ccccc2F)C1	-2.7	117.3	5.1	0.112	0.185	-9.8	14.2	-1.3	0.0
Cn1c(=O)c2c3c(sc2n2c(SCC(N)=O)nnc12)CC(C(C)(C)C)CC3 (centres undefined)	-38.9	77.1	.	-0.0762	0.186	21.4	.	0.6	0.3
Cc1nc(SC(C)C)[nH]c(=O)c1Cc1ccccc1	-1.6	112.2	-2.7	-1.52	-0.624	-19.0	-8.0	0.4	0.1
Cc1ccc(-c2nc3cnccn3c2Nc2ccccc2)o1	-4.0	60.7	0.2	0.0374	-0.0533	13.8	1.0	-1.3	-1.1
Nc1c(C(=O)NCc2ccc3c(c2)OCO3)c2nc3ccccc3nc2n1CCCN1CCOCC1	-7.3	3.8*	4.9	0.0359	-2.57*	-136.8	15.5	13.0*	7.9*
Cc1nc(NC(=O)c2ccccc2)sc1-c1csc(N)n1	21.3	52.9	25.6	-0.00561	0.499	14.7	6.1	-0.2	-1.0
CCOc1cc(C)c(Cl)cc1S(=O)(=O)NCc1ccco1	1.1	97.7	-3.0	0.138	-0.0659	2.1	9.9	-0.4	-0.2
CCOc1ccc2nc(N3CCC(C(=O)Nc4nnc(CC)s4)CC3)sc2c1	-4.8	88.3	6.8	-0.142	0.52	-18.3	-44.0	0.8	-0.4
O=C(CSCc1cccc(Br)c1)N1CCOCC1	-3.2	112.0	-1.8	0.0214	0.89	1.7	-3.4	0.1	-1.1
CC(CN1CCN(C)CC1)OC(=O)c1ccccc1Cl (centres undefined)	0.9	104.3	.	-0.922	0.149	.	6.6	0.3	.
O=C(CCN1C(=O)c2ccccc2C1=O)OCn1nnc2ccccc2c1=O	2.0	.	.	-0.705	-0.306	.	15.5	-0.8	.
COC(=O)c1c(-c2ccco2)csc1NC(=O)C1CC=CCC1C(=O)O (centres undefined)	-4.6	102.9	-2.8	0.435	0.66	-0.9	15.5	-0.7	-0.7
CCCC(c1nnnn1Cc1ccc(OC)cc1)N1CCN(c2ccccc2OC)CC1 (centres undefined)	-1.9	80.5	5.7	-0.782	1.82	18.9	6.8	-1.8	-0.2
COc1ccc(NC(=O)C(c2ccc(C)cc2)N(C)C(=O)c2cnccn2)cc1 (centres undefined)	-4.6	99.9	.	0.124	-1.09	.	8.0	0.1	.
CCCS(=O)(=O)N1CCC(C(=O)N2CCCC2)CC1	-4.3	118.8	-2.1	-0.0216	0.03	-8.5	-4.5	-0.6	-0.5
Cc1c(CNC(=O)c2nn3c(c2Cl)NC(c2ccccc2)CC3C(F)(F)F)cnn1C (centres undefined)	1.9	107.4	16.6	-0.0266	-0.0755	25.1	13.4	0.5	-1.5
CCn1c(SCC(=O)Nc2ccc(NC(=O)c3ccco3)c(OC)c2)nc2ccccc2c1=O	-6.1	11.1	-0.6	0.307	-0.715	-27.6	17.4	-0.1	-0.4
COC(=O)CN1C(=O)C(C)=C(c2ccc(C)cc2)S1(=O)=O	2.3	100.3	-3.1	-0.151	0.711	4.3	4.6	0.8	0.7
COc1ccc(CC(=O)Nc2c3c(nn2-c2cccc(Cl)c2)CS(=O)(=O)C3)cc1	5.6	119.3	.	0.334	-0.999	.	14.3	0.0	.
CCC(=O)Nc1nc2ccc3nc(C)sc3c2s1	4.3	75.8	-8.7	0.0613	0.356	-16.4	-10.0	0.5	0.1
CCOC(=O)c1c(C)[nH]c(C(=O)Nc2ccc3c(c2)OCO3)c1C	25.7	95.7	13.5	-0.624	-0.387	12.7	-40.3	-1.0	0.1
Cc1ccc(NC(=O)CSc2nnc(-c3ccc(S(=O)(=O)N4CCOCC4)cc3)n2C)cc1	-11.5	109.3	-3.7	-1.53	-1	-1.9	-4.1	-0.3	0.7
O=C(NC1CCCCC1)c1nn2c(C(F)(F)F)cc(-c3ccco3)nc2c1Br	23.4	74.0	-1.7	-0.115	0.309	-6.3	17.1	1.0	-0.5
Cc1nc(N2CCOCC2)c(C#N)c2c1COC(C)(C)C2	19.9	109.0	.	0.783	0.0022	-15.7	.	-0.2	-3.6
O=C(Nc1ccc(N2CCOCC2)cc1)C1CC1	19.6	103.8	0.1	0.309	1.43	.	11.8	-0.8	-0.4
Clc1ccc(OCc2nn3c(-c4ccco4)nnc3s2)cc1	-1.8	128.9	3.7	-0.741	-0.373	-11.7	15.1	0.4	-1.4
Cc1ccc(-n2nnnc2SCC(=O)NC(=O)Nc2ccc3c(c2)OCCO3)cc1	-12.5	112.2	-3.2	1	-0.21	-28.1	-9.6	0.1	1.2
CSCCC(NC(=O)C1CCC(C)CC1)C(=O)NCCN1CCOCC1 (centres undefined)	-16.8	106.5	-0.4	-0.213	0.174	-16.5	14.7	-0.7	0.9
CC(=O)N1CCC(N2CCN(c3ccccc3F)CC2)CC1	2.0	88.2	-5.2	0.327	0.00316	-10.7	10.0	-0.6	-1.4
CCOc1ccc2nc3ccc4[nH]onc4c3c2c1	26.4	93.6	-5.5	1.57	-0.707	25.8	-9.5	1.5	0.1
CCN(C(=O)CSc1nncs1)c1c(N)n(Cc2ccccc2)c(=O)[nH]c1=O	-2.9	79.2	-1.9	-1.1	0.731	0.9	10.1	0.1	-0.2
Cc1cccc(C)c1NC(=O)CSc1nnnn1C	-2.7	93.0	3.2	-0.378	-0.278	4.0	5.5	-0.4	-1.9
COC(=O)c1ccsc1NC(=O)C1COc2ccccc2O1 (centres undefined)	0.2	78.3	2.9	-0.41	-0.484	1.8	-1.5	0.6	-1.1
C/C(Cl)=C\Cn1c(=O)c2c(nc3n2CCS3)n(C)c1=O	4.8	85.1	-1.1	-0.0261	-0.429	-37.2	12.6	0.6	0.5
CC(C)(C)C1(c2ccccc2)NC(=O)N(CC(=O)N2CCOCC2)C1=O (centres undefined)	5.1	93.0	4.3	0.00746	0.573	-1.3	6.9	0.2	-0.4
O=C1NC(=O)c2c(NC(=O)C3CCCO3)cccc21 (centres undefined)	2.4	89.1	-0.3	-0.027	0	.	6.6	0.8	-1.2
N#Cc1ccccc1CSc1ccccn1	-3.7	87.6	-4.5	-0.0377	-0.577	5.9	2.4	-0.8	0.1
Cc1ccc(N(C(=O)C2CCC(=O)N2)C2(C(=O)NC3CCCCC3)CCCCC2)cc1 (centres undefined)	-1.6	86.8	.	0.322	-0.53	.	14.3	-0.1	.
COc1ccc(CCNS(=O)(=O)c2ccc3c(c2)OCCO3)cc1	1.6	113.7	-4.3	0.0839	-1.06	-10.8	2.6	-1.3	-0.5
Cc1cccc(C)c1N(CC(=O)Nc1cccc(N(C)S(C)(=O)=O)c1)S(C)(=O)=O	2.4	111.9	-4.0	-0.731	-0.0789	-4.1	15.6	0.3	0.1

An excerpt from above with just M1 ag, HEK293 NFkB inh and 5HT1E ag.
| Compound | M1 ag | HEK293 NFkB inh | 5HT1E ag |
| --- | --- | --- | --- |
| Cc1ccc(-n2nnnc2SCC(=O)NC(=O)Nc2ccc3c(c2)OCCO3)cc1 | -0.21 | -9.6 | 0.1 |
| CSCCC(NC(=O)C1CCC(C)CC1)C(=O)NCCN1CCOCC1 (centres undefined) | 0.174 | 14.7 | -0.7 |
| CC(=O)N1CCC(N2CCN(c3ccccc3F)CC2)CC1 | 0.00316 | 10.0 | -0.6 |
| CCOc1ccc2nc3ccc4[nH]onc4c3c2c1 | -0.707 | -9.5 | 1.5 |
